S3 lipid droplet – qHTS Assay for Lipid Storage Modulators in Drosophila S3 Cells | Potency in µM for hits, for the others lipid storage change, negative = inhibition, % at the top dose, mostly 46.1 µM | 0.64% of 320,000 active | Drosophila S3 cells, BODIPY lipid droplet fluorescence, 18-24 h; cells fed with added oleic acid; active = well fitted inhibition curve with a large enough effect in the signal ratio, with a control signal flat, not every such curve was filed as active; inconclusive = small, poorly fitted or top-dose-only effect, or effect the other way, or a change in a side signal; the % refers to the signal ratio
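Drosophila S3 cells got compounds at several concentrations plus oleic acid (400 uM solution). Laser-scanning cytometry with 488 nm excitation read lipid droplets at 500-530 nm and cells at 575-640 nm. Percent activity was relative to 20 uM Triacsin C.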
S3 lipid droplet cell count max – further read-out of S3 lipid droplet, marked with its call; cell number change, %; measured here: cell count max response;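 cells counted by Cell Tracker Red CMTPX staining in the red channel; peak over a dose series mostly up to 46.1 µM; percent activity relative to internal control wells on each plate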
Numbers without * were called inactive; i = inactive; ? = inconclusive; nt = no result given; [ ] = dose if it differs, or a comment. % is scaled to controls: 0 for no effect and ±100 for the full control effect; potency is read from the fitted curve at half-maximal effect.

SMILES	S3 lipid droplet	S3 lipid droplet cell count max
Fc1cccc(CN2CCN(C(=S)NCCc3ccccc3)CC2)c1	?	nt
CCOCCCn1c(=S)[nH]c2ncccc2c1=O	?	nt
O=C(N=Nc1c(O)[nH]c2ccc([N+](=O)[O-])cc12)c1cc(-c2ccccc2Cl)nc2ccccc12	9.9%	-3.9
c1ccc(-n2ncc3c(N4CCC5(CC4)OCCO5)ncnc32)cc1	i	14.5
COc1ccc(NC(=O)c2cc(C)nn2-c2ccccc2)cc1	9.3%	2.7
CC(=O)c1ccc(NC(=O)COC(=O)c2c[nH]c3ccccc23)cc1	5.7%	-1.8
CC(C)CC(=O)NC(=S)NNC(=O)c1cccc([N+](=O)[O-])c1	?	nt
COCCCn1nnnc1SCC(=O)Nc1ccc2c(c1)OCCO2	9.6%	15.7
Cc1ccc(-c2cc(-c3n[nH]c(=S)n3C)c3ccccc3n2)cc1	i	-2.2
COc1ccc(N2CCN(C(=O)CCC(=O)NNc3nc4ccccc4c4nc(C)nn34)CC2)cc1	?	nt
Brc1ccc(-n2cc(-c3ccccc3)c3c(NN4CCOCC4)ncnc32)cc1	?	nt
O=C1c2ccccc2C(=O)N1n1cccc1	-10.1%	-14.3
CNC(=O)NC(=O)C(OC(=O)Cc1cccc(C(F)(F)F)c1)c1ccccc1 (centres undefined)	?	nt
O=C(CSc1nnc2sc3ccccc3n12)c1ccco1	?	nt
O=C(CSc1nc2ccccc2o1)N/N=C/c1ccc(O)c(O)c1	?	nt
CCOc1ccccc1N1CCN(c2nc3ccccc3nc2C(C#N)C(=O)OC)CC1 (centres undefined)	-5.2%	-9.0
COc1cc(OC)c(N(C)C(=O)CCNC(=O)Cn2cnc3ccccc3c2=O)cc1Cl	?	nt
CC(NC(=O)c1cc(=O)[nH]c2ccc(Br)cc12)c1ccccc1 (centres undefined)	?	nt
Cc1cccc(NC(=O)C2CCCN(c3nc(C)cc(C)n3)C2)c1 (centres undefined)	11.0%	-12.0
COc1ccccc1N1CCN(C2CCN(C(=O)COc3ccccc3)CC2)CC1	?	nt
COCCSc1ccccc1C(=O)NCc1cccnc1	7.7%[9.22 µM]	nt
Cc1cccc(N2CCN(C(=O)CSc3ccc4c(c3)OCCO4)CC2)c1C	?	nt
COc1ccc(/C=N/NC(=O)c2ccc(CSc3nncn3C)cc2)cc1OC	?	nt
CCn1c(C)cc(/C=C2/SC(=S)NC2=O)c1C	-6.5%	-2.1
Oc1ccc(/C=N/Nc2nc(-c3cccnc3)nc3ccccc23)c(O)c1	?	nt
SMILES	S3 lipid droplet	S3 lipid droplet cell count max
CC(=O)CC(C)(C)S(=O)(=O)c1ccc(Oc2ccc(S(=O)(=O)C(C)(C)CC(C)=O)cc2)cc1	-11.4%	-3.4
O=C(NCCCNC(=O)c1cnccn1)c1ccc(Cl)cc1	?	nt
O=C(c1ccc2c(c1)OCO2)N1CCN(c2cccc(C(F)(F)F)c2)CC1	?	nt
COc1cc(/C=C/C(=O)O)cc(OC)c1	-21.9%	1.0
CC(C)c1ccc(NC(=O)N2CCc3ccccc3C2)cc1	?	nt
CCC(C)NC(=O)c1ccccc1-c1ccccc1C(=O)NC(C)CC (centres undefined)	?	nt
Cc1ccc2[nH]c(CNC(=O)C3CCCCC3)cc2c1	20.5%	6.3
CCOC(=O)c1cn(CC)c2cc(N3CCOCC3)c(F)cc2c1=O	0.6%	1.8
COc1ccc(Cl)cc1S(=O)(=O)NC(C)C(=O)NCCCn1ccnc1 (centres undefined)	?	nt
COc1ccc(N2CCN(CC(O)COC(c3ccccc3)c3ccccc3)CC2)cc1 (centres undefined)	?	nt
O=C(O)c1ccc2c(=O)[nH]c(CN3CCOCC3)nc2c1	i	-14.3
CN(C)CCC1CCN(c2cc(C#N)c(C#N)cc2[N+](=O)[O-])CC1	16.4%	-2.0
CCC(C)c1ccc2oc(-c3ccc(NC(=O)Cn4cnc5c(=O)n(C)c(=O)n(C)c54)cc3)nc2c1 (centres undefined)	?	nt
COc1ccccc1/C=C/C(=O)N1CCC(c2ccccc2)C1 (centres undefined)	i	-9.1
COc1ccc2c(c1)O[C@H](c1ccc3c(c1)OCO3)[C@@H](O)C2=O	?	nt
CCOc1ccc(C2/C(=C(\O)c3ccc4c(c3)OCCO4)C(=O)C(=O)N2CCCN2CCOCC2)cc1 (centres undefined)	?	nt
CC(=O)C1C(c2ccc(O)cc2)NC(=O)NC1(O)C(F)(F)F (centres undefined)	?	nt
O=C(Nc1cc([N+](=O)[O-])ccc1O)c1cccc(NC(=O)c2ccco2)c1	i	-26.5
CC(=O)c1cccc(NC(=O)Cn2cnc(S(=O)(=O)N3CCOCC3)c2)c1	?	nt
CN1CCN(c2ccc(C(=O)NC3CCCCC3)cc2[N+](=O)[O-])CC1	?	nt
CCOC(=O)Cc1csc(NC(=O)CCCN2C(=O)c3ccccc3C2=O)n1	?	nt
Cc1ccc(C)c(NC(=O)CSc2nnc(C)c(=O)n2N)c1	?	nt
COc1cc(NC(C)=O)ccc1-c1cc2ccccc2oc1=O	-20.4%	0.8
Cc1cc(NC(=O)CN(C)S(=O)(=O)c2cccc(Cl)c2)no1	-17.1%	-7.1
CC(C)Cc1c2c([nH]c(=S)c1C#N)CCCC2	6.0%	0.3

Compounds from the list above containing two or more sulfur atoms:
SMILES	S3 lipid droplet	S3 lipid droplet cell count max
O=C(CSc1nnc2sc3ccccc3n12)c1ccco1	?	nt
CCn1c(C)cc(/C=C2/SC(=S)NC2=O)c1C	-6.5%	-2.1
CC(=O)CC(C)(C)S(=O)(=O)c1ccc(Oc2ccc(S(=O)(=O)C(C)(C)CC(C)=O)cc2)cc1	-11.4%	-3.4

Record cards, as listed above. Order of screens: S3 lipid droplet | S3 lipid droplet cell count max
CCC(C)NC(=O)c1ccccc1-c1ccccc1C(=O)NC(C)CC (centres undefined) is entered as ? | nt
COc1cc(/C=C/C(=O)O)cc(OC)c1 is entered as -21.9% | 1.0

Additional compounds follow:
SMILES	S3 lipid droplet	S3 lipid droplet cell count max
Cc1ncc(S(=O)(=O)c2ccccc2)c(-c2ccccc2Cl)n1	?	nt
COc1cc(C(N)=O)ccc1OCc1ccccc1	13.8%	-15.3
CC(NC(=O)c1cc(-c2ccccc2)nc2ccccc12)C1CCCO1 (centres undefined)	5.2%	13.1
CCOC(=O)c1cnc2c(OC)cccc2c1N1CCN(c2ccc(OC)cc2)CC1	i	nt
Cc1nc2ccc(NC(=S)NCc3ccccc3)cc2nc1C	18.6%	-22.5
O=S(=O)(CCc1nnc(-c2ccc(Br)cc2)o1)c1ccc(Cl)cc1	i	-8.5
Oc1ccc(N2CCN(Cc3nc4ccccc4[nH]3)CC2)cc1	i	18.8
CCCCn1nc(C(=O)N2CCc3ccccc32)c2ccccc2c1=O	?	nt
N#Cc1c(N)nc(N2CCCC2)c(C#N)c1-c1ccc(Cl)cc1	?	nt
CCN(CC)S(=O)(=O)c1ccc2c(c1)N(CC(=O)NCCN1CCOCC1)C(=O)CO2	-2.1%	nt
Cc1c(C(=O)NNC(=O)Nc2ccc([N+](=O)[O-])cc2)oc2ccccc12	?	nt
COc1ccc(N(CC(=O)Nc2ccc(C)c(C)c2)C2=NC3CS(=O)(=O)CC3S2)cc1 (centres undefined)	?	nt
CCOC(=O)Cc1csc(SCC(=O)NC2CCCCC2)n1	?	nt
CC1(C)Cc2nc3sc4c(SCC(=O)O)ncnc4c3cc2CO1	-0.6%	20.6
CC(=O)Nc1ccc(Nc2cc(C)nc(Nc3ccc(NC(C)=O)cc3)n2)cc1	?	nt
COc1ccccc1-c1nnc(SCC(=O)Nc2ccc(S(N)(=O)=O)cc2)n1N	-0.7%	6.7
CCc1nc(Nc2ccccc2)c2nnn(Cc3ccccc3)c2n1	?	nt
O=C(CSc1c[nH]c2ccccc12)NC1CCCC1	17.3%	-1.9
Cc1ccc(S(=O)(=O)N2CCCC2)cc1C(=O)NCC(C)(C)N1CCOCC1	?	nt
Cc1ccc(C(=O)NC2CCN(C(=O)NC3CCCCC3)CC2)cc1	-5.5%	1.5
Oc1ccc(/C=N/NC(=S)NC2CC3CCC2C3)cc1 (centres undefined)	?	nt
COc1ccc(CNC(=O)CNS(=O)(=O)c2cccs2)cc1	?	nt
CCOc1ccc(S(=O)(=O)c2c(C(=O)c3ccccc3)cnc3cc4c(cc23)OCCO4)cc1	?	nt
NS(=O)(=O)c1cccc(NC(=O)COc2ccc([N+](=O)[O-])cc2)c1	3.0%	-2.1
COc1ccc(C2CC(c3ccccc3)=NN2c2ccc(C(N)=O)cc2)cc1 (centres undefined)	?	nt
SMILES	S3 lipid droplet	S3 lipid droplet cell count max
CCOC(=O)c1ccc(NC(=S)NCc2ccco2)cc1	-0.6%	-1.6
COc1cc(OC)c(C(=O)OCC(=O)NCCc2ccccc2)cc1OC	?	nt
CSC1=N/C(=C\c2ccc3c(c2)OCO3)C(=O)S1	-1.6%	6.8
CCN(CC(=O)Nc1cc(Cl)ccc1Cl)C(=O)c1ccc(-n2cccn2)cc1	?	nt
C=CCn1c(N/N=C/c2ccc(O)cc2)nc2ccccc2c1=O	0.2%	-24.4
COc1ccc(C2=NN(c3nc4ccccc4s3)C(=O)/C2=C\N(C)C)cc1	?	nt
CN(/C=C/c1c([N+](=O)[O-])c(=O)n(C)c(=O)n1C)c1ccccc1	1.1%	5.2
CCC(=O)Nc1ccc2c(c1)nc1n2CCSC1	?	nt
OCC(O)CN(c1ccccc1)c1ccccc1 (centres undefined)	2.6%	9.4
CCOC(=O)C1=C(N)Oc2cc(O)ccc2C1c1cccc([N+](=O)[O-])c1 (centres undefined)	?	nt
Cc1ccc(Oc2nc(-c3ccccn3)nc3ccccc23)cc1	?	nt
Cc1ccc(-c2nc(N)n(S(=O)(=O)c3ccc(C)cc3)n2)cc1	-11.8%	-6.3
O=C(c1cccs1)c1cn(CC(=O)N2CCc3ccccc3C2)c2ccccc12	?	nt
Cc1ccc2nc3c(cc(C(=O)NCCCn4ccnc4)n3C)c(=O)n2c1	?	nt
COc1ccc(NS(=O)(=O)c2cc(NC(=O)CCNC(=O)c3ccco3)ccc2OC)cc1	?	nt
Cn1c(CCN2CCCCC2)nc2cc(NC(=O)COc3ccccc3)ccc21	?	nt
CCOC(=O)c1cnn(-c2cc(Oc3ccccc3C)ncn2)c1N	?	nt
CNS(=O)(=O)c1cccc(C(=O)OCC(=O)Nc2ccc(N3CCCCC3)cc2)c1	?	nt
COc1ccc(-n2c(SCC(=O)NCc3ccco3)nc3c([nH]c4ccccc43)c2=O)cc1	i	5.9
CCOC(=O)NC(O)C(=O)c1cccs1 (centres undefined)	?	nt
O=C(CSc1ccc(Br)cc1)NC1CCS(=O)(=O)C1 (centres undefined)	?	nt
COc1ccc(C(=O)CSc2nnc(C3CC3)n2N)cc1	-0.6%	-1.8
CCOC(=O)C1CCCN(CC(=O)Nc2c(C(=O)OC)[nH]c3ccc(Cl)cc23)C1 (centres undefined)	?	nt
CNCC[C@@H](Oc1ccc(C(F)(F)F)cc1)c1ccccc1	16.2%	6.0
CC(=O)N1[C@H](Cc2ccccc2)C=C[C@]1(C)C(=O)NCCc1c[nH]c2ccccc12	?	nt
SMILES	S3 lipid droplet	S3 lipid droplet cell count max
O=C(OCC(=O)N1N=C(c2ccc(Cl)cc2)CC1c1ccco1)c1ccccc1O (centres undefined)	i	21.7
CCNC(=O)NC(=O)C(C)OC(=O)c1oc2ccc(OC)cc2c1C (centres undefined)	?	nt
Cn1cccc1C(=O)NCc1ccc(S(N)(=O)=O)cc1	i	4.5
COc1ccc(CCNC(=O)CCS(=O)(=O)c2ccc3nc(C)sc3c2)cc1OC	?	nt
COc1ccc(COC(=O)CN2C(=O)NC3(CCCC3)C2=O)cc1F	?	nt
C/C(=N\NC(=O)c1ccc(Cl)c(Cl)c1)c1cccc(NC(=O)C(C)C)c1	?	nt
COCCNC(=O)C(c1ccc(C)cc1)N(Cc1ccccc1)C(=O)CCC(=O)Nc1ccccn1 (centres undefined)	-20.0%	-17.9
O=C(O)c1cc(Cl)c(Cl)cc1C(=O)Nc1cccc2ncccc12	-4.1%	4.4
Cc1ccc(O)c(-c2cc(-c3cccc(Br)c3)n[nH]2)c1	?	nt
Cc1cc(C(=O)OCn2nnc3ccccc3c2=O)c(C)n1-c1ccccc1	-0.2%	-3.4
O=C(Nc1ccc(Br)cc1Cl)Nn1cnnc1	?	nt
O=C(CCNC(=O)c1ccc([N+](=O)[O-])cc1)Nc1nccs1	?	nt
Cc1ccc(-c2nnn(CC(=O)N(c3ccccc3F)C(C(=O)NCC3CCCO3)c3c[nH]c4ccccc34)n2)cc1 (centres undefined)	-7.9%	10.1
Cc1noc(NS(=O)(=O)c2ccc(NC(=O)C(C)(C)C)cc2)c1C	?	nt
N#C/C(=N\Nc1ccc(Cl)c(Cl)c1)C(=O)C1CC1	?	nt
CC(=O)Nc1ccc(-c2csc(NC=C3C(=O)OC(C)(C)OC3=O)n2)cc1	?	nt
Cc1ccc(-c2n[nH]c(=S)n2C)cc1	17.2%	13.8
Cc1ccccc1OCCn1c(S(=O)(=O)O)nc2c(N)ncnc21	7.6%	11.6
CCCc1cc(=O)oc2c(C)c(OCC(=O)NC3CCN(Cc4ccccc4)CC3)ccc12	?	nt

4 entries out of the list above, sorted by their value in S3 lipid droplet, largest number first.
SMILES	S3 lipid droplet	S3 lipid droplet cell count max
Cc1ccc(-c2n[nH]c(=S)n2C)cc1	17.2%	13.8
Cc1ccccc1OCCn1c(S(=O)(=O)O)nc2c(N)ncnc21	7.6%	11.6
O=C(O)c1cc(Cl)c(Cl)cc1C(=O)Nc1cccc2ncccc12	-4.1%	4.4
COCCNC(=O)C(c1ccc(C)cc1)N(Cc1ccccc1)C(=O)CCC(=O)Nc1ccccn1 (centres undefined)	-20.0%	-17.9

Compound activity (PubChem)

This is a subset. The share of hits here may be higher or lower than overall.
